# High-throughput results from PubChem BioAssay.
# OXTR ag = agonists of human oxytocin receptor; P30559; CHO-OTR cells, Fluo-8 calcium fluorescence; normalized: DMSO 0%, oxytocin 100%; activation, % at 3 µM; 320,000 tested, 0.32% active; AID 2435;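 active means activation above the mean of all tested compounds plus 3 SD, cutoff set per screening run, cut at about 20% in these data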;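 further: peak over basal fluorescence ratio from a 100 s FLIPR kinetic read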
# Target sequence (P30559 whole entry, looked up): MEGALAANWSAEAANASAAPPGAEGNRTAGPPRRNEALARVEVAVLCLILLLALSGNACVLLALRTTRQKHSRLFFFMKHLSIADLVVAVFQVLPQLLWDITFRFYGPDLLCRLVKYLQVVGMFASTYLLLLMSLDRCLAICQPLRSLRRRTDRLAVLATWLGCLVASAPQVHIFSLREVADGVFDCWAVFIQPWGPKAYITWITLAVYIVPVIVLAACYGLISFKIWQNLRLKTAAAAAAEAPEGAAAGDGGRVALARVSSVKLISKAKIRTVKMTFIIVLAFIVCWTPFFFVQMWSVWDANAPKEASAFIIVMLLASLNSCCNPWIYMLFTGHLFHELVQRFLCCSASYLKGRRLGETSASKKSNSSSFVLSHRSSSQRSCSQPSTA
# Starred values were filed as active, the others as inactive. An excerpt, so the mix of outcomes need not match the whole.
structure	OXTR ag
COCCn1c(SCC(=O)NC(=O)NC2CCCC2)nc2ccccc2c1=O	-0.7
Cc1ccc(S(=O)(=O)CCC(=O)OCc2nnc(-c3ccccc3)o2)cc1	1.1
CCOC(=O)C1=C(COC(=O)/C=C/c2ccc([N+](=O)[O-])cc2)NC(=O)NC1C (stereo not given)	1.0
N#Cc1c(SCc2c(Cl)cccc2Cl)nc(N)[nH]c1=S	0.5
CC(Sc1ncccn1)C(=O)NNC(=O)c1cccc(Cl)c1 (stereo not given)	1.3
Cc1cccc(NC(=O)C(C)SCc2nc3sc4c(c3c(=O)[nH]2)CCCC4)n1 (stereo not given)	-1.5
C/C(=N\NC(=O)c1ccccc1OCc1ccc(F)cc1)c1ccccn1	-2.0
CNC(=O)c1ccc(NC(=O)CN2c3cccc4cccc(c34)S2(=O)=O)cc1	-0.7
c1ccc(C[n+]2ccc3ccccc3c2)cc1	0.6
CCN(CC)CCCn1c2c(c(SCC(=O)Nc3cccc(C)c3C)nc1=O)CCC2	0.2
CCN(C(=O)CSc1ncccn1)c1cccc2ccccc12	2.6
Cc1cccc(NS(=O)(=O)c2cc3c4c(c2)CCC(=O)N4CCC3)c1	2.9
O=C(CSC1=Nc2ccccc2C2CC=NN12)NCc1ccco1 (stereo not given)	0.3
CC(=O)c1c(C)[nH]c(C(=O)COC(=O)CCNS(=O)(=O)c2ccc(C)c(C)c2)c1C	6.8
Cc1cc(NC(=O)CSCC(=O)N2CCN(c3cccc(C(F)(F)F)c3)CC2)no1	2.3
c1ccc(C[C@H]2CNCCN2CCC23CC4CC(CC(C4)C2)C3)cc1	9.8
C[C@@H]1CN([C@H](C)CO)C(=O)Cc2cc(NS(=O)(=O)c3ccc(Cl)cc3)ccc2O[C@H]1CN(C)Cc1ccc(C(F)(F)F)cc1	-0.7
C[C@@H](NC(=O)c1nc[nH]c1C(=O)OCc1ccccc1)c1ccccc1	3.3
CCN(CC(=O)Nc1cc(Cl)ccc1-n1cncn1)Cc1nc2ccccc2c(=O)[nH]1	-0.6
C[C@@H]1CN([C@H](C)CO)C(=O)c2cc(NC(=O)Nc3cccc4ccccc34)ccc2O[C@H]1CN(C)Cc1ccc(C(F)(F)F)cc1	1.1
CN(Cc1ccc(F)cc1)C(=O)c1cccc(S(=O)(=O)N2CCN(c3ccc(F)cc3)CC2)c1	3.7
O=[N+]([O-])c1cc([N+](=O)[O-])c(Oc2cc(Cl)cc(Cl)c2)cc1NN1CCCCC1	1.1
O=C1N(c2ccccc2C(F)(F)F)O[C@@]1(c1ccccc1)C1CCCCC1	-0.2
Cc1ccc(C(=O)NCC(=O)N2CCCC(C(F)(F)F)C2)s1 (stereo not given)	0.4
O=C(O)CN1C(=O)C2(OCCO2)c2cc(Br)ccc21	-1.0

# (listing goes on)
structure	OXTR ag
CSc1ccc(Cl)c(C(=O)NNC(=O)c2csc(N3CCOCC3)n2)c1	0.0
CCN(CC)S(=O)(=O)c1cc(NC(=O)COC(=O)c2c(C)noc2C)ccc1C	4.4
C=CCC[C@@H](Cc1ccc(F)cc1)C(=O)OC[C@H](C)NC(=O)[C@@H](CC=C)CC(=O)N(CCO)Cc1ccccc1	-1.0
CCCCn1c(N)c(N(CC(C)C)C(=O)C2CCC2)c(=O)[nH]c1=O	-0.1
CCC1Nc2ncnc(N3CCOCC3)c2N(Cc2ccc(C)cc2)C1=O (stereo not given)	-0.1
CCN(CC(=O)Nc1ccc2c(c1)OCCO2)C(=O)c1ccc(CS(C)(=O)=O)cc1	1.7
COc1ccc(O)c(C(=O)c2cnn(S(=O)(=O)c3ccc(C)cc3)c2)c1	4.7
CC1CCC(NC(=O)COC(=O)CCC(=O)c2ccc(Cl)s2)CC1 (stereo not given)	2.1
CC[C@H](C)[C@@H](C(=O)NCCCCCCCCCCC(=O)N1CCNCC1)n1cc(CCCCCN)nn1	0.5
Cc1nnc(SCC(=O)N(C2CCCCC2)C2CCS(=O)(=O)C2)n1N (stereo not given)	1.2
O=S(=O)(N=C(NS(=O)(=O)c1ccc(Cl)cc1)c1ccccc1)c1ccc(Cl)cc1	3.0
COc1cc(C(C)=O)ccc1OCC(=O)Nc1ccc2nc(C)sc2c1	0.6
O=C(Nc1cccc(S(=O)(=O)Nc2ccc(Cl)cc2)c1)c1ccccn1	2.6
COc1cccc(CNC(=O)CCC(=O)N2CCOCC2)c1	1.5
CC1CCc2[nH]c3ccc(C(=O)N4CCCC(C(F)(F)F)C4)cc3c2C1 (stereo not given)	-1.0
O=C(Nc1cc2c3c(c1)CC(=O)N3CCC2)c1ccccc1C(F)(F)F	1.0
O=C(OCCCc1cc2ccccc2c(=O)o1)c1ccccc1C(F)(F)F	-1.6
COc1ccc(N2CC(C(=O)NNC(=O)c3ccc(Br)cc3)CC2=O)c(OC)c1 (stereo not given)	-0.5
O=C(OCc1cccc(Cl)c1)c1cc([N+](=O)[O-])ccc1N1CCOCC1	-2.1
Cc1ccc(C)c(S(=O)(=O)Nc2ccc(-n3cnnn3)cc2)c1	4.1
CCOC(=O)[C@H]1[C@H]2COc3cc(OC)ccc3[C@@H]2N2C(=O)c3ccc(C)cc3NC(=O)[C@@]12C	-0.8
Cc1nc(SCC(=O)N(C)C2CCS(=O)(=O)C2)c(C#N)c(C)c1C (stereo not given)	0.1
CN(C)C(=O)c1ccc(-c2cc3onc(-c4ccccc4)c3c(=O)n2C)cc1	12
C=CC(C)(O)CCC=C(C)C (stereo not given)	1.7
CC(C)(C)OC(=O)N[C@@H](C(=O)OC(C)(C)C)c1ccccc1	-1.2

# (further entries)
structure	OXTR ag
c1nc(NCc2ccc3c(c2)OCO3)c2cc(-c3ccc4c(c3)OCCO4)ccc2n1	-2.2
Cc1ccccc1NC(=O)CSc1nnc2ccc(-c3ccncc3)nn12	-0.8
CC(=O)Nc1ccc(SCC(=O)Nc2ccc3c(c2)OCCO3)cc1	0.9
CC(=O)c1ccc(S(=O)(=O)NCC2(N3CCOCC3)CCCCC2)cc1	1.4
CCCCCC(=O)Nc1cc(S(=O)(=O)N2CCOCC2)ccc1N1CCCCC1	-1.9
CCN(c1ccccc1)S(=O)(=O)c1cccc(C(=O)NCc2cccnc2)c1	0.9
Cc1ccc(C)c(S(=O)(=O)N(C)Cc2cccs2)c1	-2.5
CC1CC(C)CN(C(=O)C(C)N(C)CC(=O)Nc2ccc(F)cc2)C1 (stereo not given)	0.7
CC/C=C(\NC(C)=O)c1ccccc1	1.2
COc1ccc(CC(=O)Oc2ccccc2C)cc1S(=O)(=O)N1CCOCC1	1.7
COc1ccc(C2=CC(=O)C[C@H](c3ccc(Cl)cc3)C2)cc1	0.2
CCN(C[C@H]1N[C@@](CC)(C(=O)OC)[C@H]2C(=O)N(Cc3ccccc3)C(=O)[C@@H]12)C(=O)Nc1ccc(Cl)cc1	-1.3
O=C(O)/C(=C\c1ccco1)NC(=O)c1ccc(Br)o1	0.6
O=C(COC(=O)c1ccc(S(=O)(=O)N2CCCC2)cc1)Nc1ccc(Cl)cc1	1.9
CCOC(=O)N1CCN(S(=O)(=O)c2ccc3c(c2)C(C)C(=O)N3)CC1 (stereo not given)	0.4
Cc1onc(-c2ccccc2)c1C(=O)OCC(=O)Nc1ccc(C#N)cc1	6.8
CSc1ccc(Cl)c(C(=O)OCC(=O)N2CCN(C(=O)c3ccco3)CC2)c1	-1.0
CN(Cc1ccc(F)cc1)C(=O)CNC(=O)c1ccc2c(c1)OCO2	0.5
C[C@@]12C(=O)Nc3cc(Cl)ccc3C(=O)N1[C@H]1c3cc(Cl)ccc3OC[C@@H]1[C@@H]2c1ccccc1	1.4
Cc1ccc(C)c(NC(=O)CN(C)C(=O)c2ccc3[nH]c4c(c3c2)CC(C)CC4)c1 (stereo not given)	1.5
O=S(=O)(c1ccc(SCCOc2cccc(Br)c2)nc1)N1CCCC1	5.0
CC1CC(=O)Nc2ccccc2N1C(=O)CSc1ncnc2sccc12 (stereo not given)	-0.4
CCOc1ccc(S(=O)(=O)NCc2ccncc2)cc1NC(=O)c1ccccc1	-1.9
CCOC(=O)C1CCN(C(=O)c2ccc(OCC(=O)Nc3ccc(OCC)cc3)c(OC)c2)CC1	2.1
CC[C@@]1(C(=O)OC)N[C@H](CN(C)C(=O)Nc2ccc(C(F)(F)F)cc2)[C@@H]2C(=O)N(C)C(=O)[C@@H]21	1.3

# (list continues)
canonical_smiles | OXTR ag
CC(=NNC(=O)CCC(=O)Nc1ccccc1Cl)c1ccco1 | 1.5
COc1cccc(C(=O)NCCS(=O)(=O)NC(C)CCc2ccccc2)c1 (stereo not given) | -0.9
CC(OC(=O)C1CC1C)C(=O)Nc1ncc(Cl)cc1Cl (stereo not given) | -1.5
Cc1ccsc1CN(C)C(=O)CN1C(=O)NC(c2ccccc2)(c2ccccc2)C1=O | 1.0
CCN(CC)C(=O)OCc1c(-c2ccccc2)ncc2ccccc12 | -1.7
Cc1cccc(NC(=O)CSCC(=O)Nc2cccc(S(=O)(=O)N3CCCCCC3)c2)c1 | -0.8
CN(CC(=O)Nc1ccccc1Br)C(=O)c1ccc2c(=O)n3c(nc2c1)CCC3 | -1.3
COc1ccc(CCN(C)C(=O)COc2ccc(N(C)S(=O)(=O)c3ccc(C)cc3)cc2)cc1OC | -0.8
CCCCn1c(N)c(N(CC(C)C)C(=O)CCCc2nc3ccccc3s2)c(=O)[nH]c1=O | 0.1
C[C@@]12CCC[C@H](O1)[C@@H]([C@H](O)c1ccccc1)O2 | 1.3

# (continued)
canonical_smiles | OXTR ag
COc1ccc([C@H]2CC(=O)C=C(c3cccc(Cl)c3)C2)cc1OC | 0.2
O=C(CSc1ccc2c(c1)OCCO2)N1CCN(c2ccccc2)CC1 | 2.7
Cc1cc(C)n2nc(C(=O)OC(C)C(=O)c3cc(C)c(C)cc3C)nc2n1 (stereo not given) | -0.3
Cc1ccc(NC(=O)CN2C(=O)NC3(CCCc4ccccc43)C2=O)c(Cl)c1 (stereo not given) | 1.1
O=C(NCCc1ccc(F)cc1)C(=O)NCC1CCCN1S(=O)(=O)c1cccs1 (stereo not given) | -0.8
O=C(CN1c2cccc3cccc(c23)S1(=O)=O)NCCc1ccc(F)cc1 | -0.6
COc1cccc(NC(=O)CN(C)C(=O)CC2CC3CCC2C3)c1 (stereo not given) | -1.6
Cc1cc(Br)ccc1NC(=O)CNC(=O)COc1ccccc1C | 0.3
CCC(C)c1ccc(NC(=O)COC(=O)C2CCCC2)cc1 (stereo not given) | -0.5
COc1cc(C(=O)NCC(=O)NCC2COc3ccccc3O2)cc(OC)c1OC (stereo not given) | -0.3

# Reformatted: four of the compounds above
> COc1ccc(N2CC(C(=O)NNC(=O)c3ccc(Br)cc3)CC2=O)c(OC)c1 (stereo not given)
  OXTR ag: -0.5

> Cc1ccc(C)c(S(=O)(=O)N(C)Cc2cccs2)c1
  OXTR ag: -2.5

> COc1ccc(O)c(C(=O)c2cnn(S(=O)(=O)c3ccc(C)cc3)c2)c1
  OXTR ag: 4.7

> O=C(CSC1=Nc2ccccc2C2CC=NN12)NCc1ccco1 (stereo not given)
  OXTR ag: 0.3

# Some of these compounds in order of length of the SMILES, largest number first.
canonical_smiles | OXTR ag
Cc1cc(C)n2nc(C(=O)OC(C)C(=O)c3cc(C)c(C)cc3C)nc2n1 (stereo not given) | -0.3
COc1ccc([C@H]2CC(=O)C=C(c3cccc(Cl)c3)C2)cc1OC | 0.2
COc1cccc(NC(=O)CN(C)C(=O)CC2CC3CCC2C3)c1 (stereo not given) | -1.6

# Grouped by structure, the compounds so far containing a COOH group.
canonical_smiles | OXTR ag
O=C(O)CN1C(=O)C2(OCCO2)c2cc(Br)ccc21 | -1.0
O=C(O)/C(=C\c1ccco1)NC(=O)c1ccc(Br)o1 | 0.6

# Next section
canonical_smiles | OXTR ag
Cc1ccccc1C(=O)NCC(=O)OC1CCCCC1=O (stereo not given) | -0.3
N#Cc1c(NC(=O)COC(=O)c2ccc(O)cc2O)sc2c1CCC2 | 1.0
CCOc1ccc(-n2ccnc(SCC(=O)Nc3ccc(CC)cc3)c2=O)cc1 | -2.0
CC1CCCN(C(=O)COC(=O)C2=COCCO2)C1 (stereo not given) | 2.3
O=C(COC(=O)c1ccc2c(c1)OCO2)Nc1cccc(F)c1 | 5.5
CCC(NC(=O)CSc1nnnn1C1CC1)c1ccc(Br)cc1 (stereo not given) | 2.0
Cc1ccc(C(=O)CCC(=O)OCC(=O)Nc2ccc3[nH]c(=O)[nH]c3c2)cc1 | 0.2
Nc1cnccc1Oc1cccc(C(F)(F)F)c1 | 2.7
CCNC(=O)N(CC)C[C@H]1N[C@@](Cc2ccccc2)(C(=O)OC)[C@H]2C(=O)N(C)C(=O)[C@@H]12 | 0.4
COc1ccc(NC(=O)c2cc(-c3ccccc3)nc3c2cnn3C(C)C)cc1 | -0.7

# Following part:
canonical_smiles | OXTR ag
N#Cc1ccccc1OCC(=O)Nc1ccccc1C(=O)NC1CC1 | 0.7
CC(C)CN(C(=O)C1CC1)C1CCS(=O)(=O)C1 (stereo not given) | 2.6
Cc1onc(-c2ccccc2)c1C(=O)NN1CCOCC1 | 2.0
O=C(O)c1cc(S(=O)(=O)NCC2COc3ccccc3O2)ccc1Cl (stereo not given) | 2.7
O=C(NCc1ccccc1)c1cccc2c1C(=O)c1ccc(/C=C/c3ccccc3)cc1S2(=O)=O | 3.3
CC(C)N(C(=O)[C@H]1CC(CC(=O)NCC23CC4CC(CC(C4)C2)C3)C(=O)N2CCc3c([nH]c4ccccc34)[C@]12C)C(C)C (stereo not given in full) | -0.3
O=C(NNC(=O)c1ccc(F)c(S(=O)(=O)N2CCOCC2)c1)c1ccc([N+](=O)[O-])cc1 | 0.3
COc1cc(CCC(=O)OCC(=O)c2ccc[nH]2)cc(OC)c1OC | -0.1
CC1CCCCN1C(=O)NC1CC(=O)N(c2ccc3c(c2)OCCO3)C1 (stereo not given) | 0.9
COc1ccc(CN2CCN(C(=O)c3ccco3)CC2)c(OC)c1OC | 0.1
COc1cc(C(=O)OCC(=O)N(CC(C)C)C2CCS(=O)(=O)C2)ccc1OCC(C)C (stereo not given) | 0.5
Cc1cc(C)c(S(=O)(=O)N2CCCCC2CCNC(=O)C(=O)NCCN2CCOCC2)c(C)c1 (stereo not given) | -0.4
